KKLEB cytotox: cytotoxicity in KKLEB CF airway cells, primary screen, cytotoxicity control for CF NF-kB inhibitor project, cell-based, uHTS, fluorescence assay plates | KKLEB CF airway cells viability, ATPlite luminescence, overnight; stronger effect = lower value; cells stimulated with P. aeruginosa culture filtrate | activity change (cytotoxicity), % at 5 µM | hit rate 0.36% among 360,000;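 active means corrected activity change at or below -50% at 5 µM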
Peg3 promoter: Peg3 promoter-driven luciferase inhibitors, primary screen, cell-based, HeLa, luciferase luminescence; HeLa PEG-Prom luciferase reporter, overnight; inhibition, % at 20 µM; hit rate 1.7% among 360,000;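 active means inhibition of at least 50% at 20 µM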
TRAIL sens C8: viability loss with TRAIL in NB7+C8 cells, primary screen, TRAIL sensitizer project, cell-based, ATPlite luminescence | hit rate 1% among 360,000 | inhibition (viability loss, TRAIL sensitization), % at 10 µM;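 active means compounds causing at least 50% loss of cell viability in the single-dose screen, relative to plate controls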
MITF TRPM1 inh: inhibitors of MITF-dependent TRPM1 promoter reporter, primary screen, cell-based, SK-MEL-5, single point, luciferase. SK-MEL-5 TRPM1 promoter luciferase, 24 h. inhibition, % at 12.5 µM. hit rate 0.83% among 330,000;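 active means mean inhibition across replicates of 60% or more, whatever share of single replicates reaches that level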; further: values of inactives mirror those of a sister screen read the other way
CF NFkB block: inhibitors of PAF-induced NF-kB signaling, primary screen, cell-based, GFP fluorescence, uHTS; hit rate 0.86% among 360,000; inhibition, % at 5 µM; KKLEB NF-kB-GFP reporter, GFP fluorescence overnight;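 active means at least 50% inhibition at 5 µM, scaled per plate between neutral and stimulator controls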;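 further: PAF is a Pseudomonas aeruginosa culture filtrate used as stimulus; plate controls were PAF-stimulated DMSO wells for no effect and unstimulated DMSO wells for full effect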
NR2E3 ag-1: NR2E3 agonists in two-hybrid cells, primary screen, cell-based, luminescence, CHO-S, Gal4-NCOR/VP16-NR2E3. luciferase. inhibition of corepressor binding, % at 3.98 µM. hit rate 0.35% among 360,000. AID 602229, 2012;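 active means inhibition above the mean of all tested compounds plus 3 SD, cut at about 70% in these data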;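 further: 0% = DMSO with NR2E3 transfected cells and 100% = cells lacking NR2E3 construct; higher means lower luciferase signal from less NR2E3 corepressor binding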
Target sequence (Q9Y5X4 whole entry, looked up, the tested form may be a part): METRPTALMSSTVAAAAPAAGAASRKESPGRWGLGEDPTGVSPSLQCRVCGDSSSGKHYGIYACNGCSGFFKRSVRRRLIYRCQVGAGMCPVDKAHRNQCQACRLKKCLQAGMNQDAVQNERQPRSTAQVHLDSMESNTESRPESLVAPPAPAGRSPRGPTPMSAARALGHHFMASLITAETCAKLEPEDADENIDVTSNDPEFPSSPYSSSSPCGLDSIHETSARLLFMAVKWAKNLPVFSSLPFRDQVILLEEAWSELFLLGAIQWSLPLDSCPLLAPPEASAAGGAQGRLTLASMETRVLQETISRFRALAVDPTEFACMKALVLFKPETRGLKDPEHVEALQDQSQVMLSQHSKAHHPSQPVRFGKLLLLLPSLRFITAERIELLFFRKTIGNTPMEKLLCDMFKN
LMP1 NFkB inh: EBV LMP1-driven NF-kappaB luciferase reporter inhibitors, primary screen, cell-based, luminescence, single point. LMP1-induced NF-kappaB luciferase reporter cells. inhibition, % at 12.5 µM. hit rate 0.69% among 350,000. AID 504558, 2011; in the data active means inhibition above about 41%;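 further: 0% = neutral control wells and 100% = reference inhibitor control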
NR2E3 ag-2: inhibitors of NR2E3-RetCOR corepressor binding, primary screen, NR2E3 agonist project, biochemical, TR-FRET, GST-NR2E3, biotin-RetCOR; Photoreceptor-specific nuclear receptor (Homo sapiens), Q9Y5X4; 1536-well; inhibition of corepressor binding, % at 4.78 µM; hit rate 0.12% among 320,000; AID 2300, 2010;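 active means percent inhibition above the cutoff of mean plus 3 SD of all tested compounds, set per screening campaign, cut at about 20% in these data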;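 further: 0% = DMSO wells and 100% = biotin wells as full block of FRET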
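Material: NR2E3–RetCOR corepressor complex | Quantity: 1.35 nM GST-tagged NR2E3 final | Schedule: 5 h at 4 °C | Replication: Singlicate compound wells | Reagent: RetCOR corepressor, biotinylated, 7 nM | Controls: Biotin wells as high control, 0.6% DMSO wells as low control | Signal: TR-FRET, Eu(K)-anti-GST donor, streptavidin-D2 acceptor, ex 340, em 617/671 nm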
hiPSC survival: enhancers of single-cell hiPSC survival, primary screen, ATPlite luminescence. 100% = ROCK inhibitor wells, 0% = DMSO. survival enhancement, % at 20 µM. hit rate 0.044% among 360,000; in the data active means survival enhancement above about 18%;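 further: cells exposed to compounds for 16 hours before the ATP read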
Shn3 inh set2: reduction of Shn3 3'UTR firefly luciferase signal, primary screen, Schnurri-3 inhibitor project, cell-based, Clone20 osteoblasts, set 2 | inhibition, % at 12.5 µM | Clone20 osteoblast Shn3 3'UTR firefly luciferase, 24 h | hit rate 0.52% among 360,000;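 active means mean inhibition of at least 75% with every replicate also reaching 75%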;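 further: 0% = median of neutral control wells and 100% = pilot-screen positive control compound; some compounds past the cut are filed as inactive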
HIF-2a inh: HIF-2a reporter inhibitors, primary screen, luminescence, 786-0 RCC cells | 786-0 RCC cells HIF-2a reporter, luciferase luminescence, overnight | inhibition, % at 18.8 µM | hit rate 0.72% among 360,000 | AID 624352, 2012;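 active means inhibition of the luminescence signal of 40% or more relative to plate controls, in a single-dose primary screen at 18.75 µM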
An asterisk follows results filed as active; . = not tested or not shown.

No.	canonical_smiles	KKLEB cytotox	Peg3 promoter	TRAIL sens C8	MITF TRPM1 inh	CF NFkB block	NR2E3 ag-1
1	CCCSc1nc2cc(C)c(C)cc2n1CC(O)CO (configuration not stated)	-7.5	-32.4	8.6	-5.3	-11.2	-19.0
2	CC(C)(NC(=O)NC(CO)c1ccccc1)c1cccc(C(C)(C)NC(=O)NC(CO)c2ccccc2)c1 (configuration not stated)	3.3	-3.4	-9.0	4.1	9.9	-24.1
3	C[C@@H]1CN([C@H](C)CO)C(=O)CCCn2nncc2CO[C@H]1CN(C)S(=O)(=O)c1ccc(F)cc1	-7.6	-1.6	5.2	.	11.2	-4.7
4	Cc1sc2ncnc(NCC(c3ccco3)N(C)C)c2c1C (configuration not stated)	-5.2	17.1	11.0	5.6	-5.0	1.3
5	CCOCC(=O)Nc1cc([N+](=O)[O-])ccc1OC	3.0	-19.2	42.4	3.3	-13.3	-13.1
6	O=C(Nc1cccc(S(=O)(=O)N2CCCCC2)c1)C1CCN(C(=O)c2ccc(Cl)cc2)CC1	-4.8	17.5	3.4	23.9	1.6	-35.3
7	CN=C(Nc1cc(C)nn1-c1ccccc1)c1ccccc1F	-1.5	20.3	-13.3	2.9	6.0	-6.3
8	O=C(COC(=O)COc1cccc(Br)c1)Nc1c(Cl)cccc1Cl	3.3	-9.4	-4.9	-1.8	3.8	-5.8
9	Cc1noc(C)c1CSCC(=O)NC1=NCCS1	3.3	3.7	-3.7	2.5	-2.4	4.6
10	Cc1ccc(N2C(=O)c3ccccc3C2=O)cc1Cl	11.8	-8.0	5.1	0.5	-9.1	-19.6
11	CC(=O)NNC(=S)NC(=O)c1ccccc1	-5.8	12.7	4.0	13.2	-2.0	-9.3
12	COc1ccc(Cn2nnc3c(=O)[nH]c(C4CCN(S(=O)(=O)c5ccc(C)cc5)CC4)nc32)cc1	-7.9	38.7	-5.5	1.7	-20.6	18.5
13	Cc1ncc([N+](=O)[O-])n1CCOC(=O)Nc1ccc(Cl)c(Cl)c1	-22.8	18.6	-12.3	-7.0	-4.7	-10.8
14	O=c1c2c3c(sc2nc(N2CCNCC2)n1CCc1ccccc1)CCCCC3	-15.5	105.4*	39.0	68.8*	7.2	-1.5
15	CN(CC(=O)Nc1cccc(F)c1)CC(=O)N(C)c1c(N)n(Cc2ccccc2)c(=O)[nH]c1=O	3.8	10.6	-12.9	5.6	4.6	-36.1

No.	LMP1 NFkB inh	NR2E3 ag-2	hiPSC survival	Shn3 inh set2	HIF-2a inh
1	-1.9	0.2	-0.7	-16.5	-59.5
2	-6.0	-1.8	1.3	-4.1	3.2
3	1.6	.	0.4	1.4	1.9
4	0.7	-1.6	-2.2	25.9	17.2
5	-1.6	-1.5	1.0	7.2	8.9
6	8.4	0.4	1.4	42.4	16.8
7	1.5	4.4	1.1	12.1	19.1
8	14.4	-0.6	2.8	-14.1	8.0
9	4.0	2.1	2.9	22.2	6.0
10	10.5	-1.0	1.0	-13.4	-55.6
11	2.3	0.9	1.8	13.3	10.2
12	-17.0	4.2	-0.4	1.0	24.5
13	-0.7	0.9	2.2	21.1	6.7
14	-7.9	4.4	-0.2	13.6	-19.5
15	2.7	.	-0.3	-11.0	9.7

Remaining list, next part:
No.	canonical_smiles	KKLEB cytotox	Peg3 promoter	TRAIL sens C8	MITF TRPM1 inh	CF NFkB block	NR2E3 ag-1
16	O=C(c1c(F)cccc1F)N1CCC(O)(c2cccnc2)CC1	7.8	0.1	1.6	11.2	0.0	-19.2
17	Cc1ccc(S(=O)(=O)NNC(=O)Nc2ccc(C)c(C)c2)c(C)c1	-2.7	13.9	2.8	1.9	-12.0	-14.3
18	COc1cc(CNc2ccccc2SC)ccc1O	-1.5	-24.2	-10.4	1.6	-1.1	-20.1
19	N#Cc1cccc(NC(=O)Cn2cnc(S(=O)(=O)N3CCc4ccccc43)c2)c1	-5.7	16.6	13.0	13.1	6.4	-14.9
20	Nc1nc(-c2cccnc2)nn1C(=O)c1ccccc1Cl	3.9	10.6	-6.2	-8.6	1.5	-13.0
21	COc1cc(/C=N/NC(=O)COc2c(C)cc([N+](=O)[O-])cc2C)ccc1OC(=O)c1ccccc1	13.2	-4.4	1.9	-2.4	-14.0	-13.7
22	COCC(C)n1c(SCC(=O)NNC(=O)c2ccccc2)nc2ccccc2c1=O (configuration not stated)	-0.8	-1.2	-1.6	8.9	0.0	-13.3
23	O=C(Nc1ccc(F)cc1F)c1cc(-c2ccco2)on1	10.4	-106.6	-4.5	-0.5	-4.9	-6.2
24	CC(=O)c1cccc(S(=O)(=O)N2CCC(C(=O)O)(c3ccccc3)CC2)c1	1.0	-12.0	-3.6	-2.5	-4.1	0.8
25	Cc1cc(C(F)(F)F)nc(SCCN2CCCCC2)c1C#N	-9.8	-3.6	1.7	-13.9	-22.2	14.3
26	Cc1cc(N2CCCCC2)ccc1[N+](=O)[O-]	5.2	-18.6	-4.2	3.1	-11.8	-0.1
27	CC(NC(=O)c1cnc2n(c1=O)CCS2)c1ccccc1 (configuration not stated)	-4.7	10.1	16.4	11.9	-5.3	-12.7
28	O=C(CSc1ccsc1[N+](=O)[O-])Nc1cccc(F)c1	-10.9	-28.5	-4.2	6.6	-19.1	-3.5
29	CCC(C)Sc1ccc([C@H]2N[C@@](Cc3ccccc3)(C(=O)OC)[C@H]3C(=O)N(CC)C(=O)[C@@H]23)cc1OC (some centres not stated)	5.8	5.5	0.4	3.9	-5.5	10.9
30	C[C@H]1COC(=O)[C@@H](CC(=O)OC(C)(C)C)C/C=C\C[C@@H](CC(=O)N[C@H](CO)Cc2ccccc2)C(=O)N1	-2.6	4.6	2.8	-1.2	-11.1	-27.1

No.	LMP1 NFkB inh	NR2E3 ag-2	hiPSC survival	Shn3 inh set2	HIF-2a inh
16	-7.7	5.5	-2.6	8.0	12.3
17	2.7	4.7	-0.3	-2.5	8.6
18	-6.2	-0.6	1.3	-2.3	-34.6
19	4.3	-0.2	0.4	19.1	0.3
20	-4.9	.	0.6	-5.4	9.3
21	-8.9	3.2	-1.9	-1.3	-40.8
22	7.9	-4.5	2.7	-9.8	12.5
23	-11.3	0.7	-1.4	-24.0	-265.9
24	-2.4	3.2	1.8	5.0	6.3
25	5.6	1.4	-0.4	1.0	7.3
26	-8.2	1.6	0.1	-20.5	-21.8
27	1.1	0.2	2.9	12.4	-4.0
28	-1.2	.	-1.8	1.7	-58.9
29	8.1	1.0	-1.3	21.6	11.7
30	4.3	.	1.6	-4.3	9.4

Reprinted from the part before: 6 entries, then new ones.
No.	canonical_smiles	KKLEB cytotox	Peg3 promoter	TRAIL sens C8	MITF TRPM1 inh	CF NFkB block	NR2E3 ag-1
25	Cc1cc(C(F)(F)F)nc(SCCN2CCCCC2)c1C#N	-9.8	-3.6	1.7	-13.9	-22.2	14.3
26	Cc1cc(N2CCCCC2)ccc1[N+](=O)[O-]	5.2	-18.6	-4.2	3.1	-11.8	-0.1
27	CC(NC(=O)c1cnc2n(c1=O)CCS2)c1ccccc1 (configuration not stated)	-4.7	10.1	16.4	11.9	-5.3	-12.7
28	O=C(CSc1ccsc1[N+](=O)[O-])Nc1cccc(F)c1	-10.9	-28.5	-4.2	6.6	-19.1	-3.5
29	CCC(C)Sc1ccc([C@H]2N[C@@](Cc3ccccc3)(C(=O)OC)[C@H]3C(=O)N(CC)C(=O)[C@@H]23)cc1OC (some centres not stated)	5.8	5.5	0.4	3.9	-5.5	10.9
30	C[C@H]1COC(=O)[C@@H](CC(=O)OC(C)(C)C)C/C=C\C[C@@H](CC(=O)N[C@H](CO)Cc2ccccc2)C(=O)N1	-2.6	4.6	2.8	-1.2	-11.1	-27.1
31	COc1ccc(CCNC(=O)CSc2nnc3ccccn23)cc1	-3.4	5.7	-1.5	2.7	-1.3	14.0
32	Cc1ccc(C(=O)COC(=O)CNC(=O)c2ccc(N3C(=O)c4ccccc4C3=O)cc2)cc1C	11.3	11.4	-11.7	-5.5	-9.9	-14.6
33	Cc1sc(NC(=O)c2sc3nc4c(C)cccc4cc3c2N)c(C#N)c1C	1.1	-3.1	32.8	-42.5	-19.8	-37.2
34	O=C(NCCN1CCOCC1)Nc1cccc(Cl)c1	6.6	-11.3	-17.9	1.3	-6.8	-3.9
35	CS(=O)(=O)c1ccc(Cl)c(NC(=O)CN2CCCC2c2ccc3c(c2)OCCCO3)c1 (configuration not stated)	-23.1	3.0	-8.9	-1.1	-10.3	-1.4
36	CN1C2CCC1CC(NC(=O)c1ccc([N+](=O)[O-])cc1)C2 (configuration not stated)	3.3	-6.3	-2.2	-1.1	16.0	-10.3
37	COc1ccc(CNC(=O)COc2ccc(F)cc2)cc1	16.7	-3.1	-0.9	-5.0	-24.1	-23.4
38	COc1cc(-c2c(C#N)c(N)nc3c2CCCC3)ccc1O	-2.2	23.1	-2.7	-2.4	2.0	-10.4
39	Cc1cc(O)c(/C=N/Nc2ccccc2Cl)c(=O)o1	6.7	-15.3	11.4	6.4	-13.3	-6.7
40	CC(=O)c1ccc(NC(=S)NNC(=O)c2ccccc2[N+](=O)[O-])cc1	-1.5	-3.3	-6.1	0.8	-18.4	15.5

No.	LMP1 NFkB inh	NR2E3 ag-2	hiPSC survival	Shn3 inh set2	HIF-2a inh
25	5.6	1.4	-0.4	1.0	7.3
26	-8.2	1.6	0.1	-20.5	-21.8
27	1.1	0.2	2.9	12.4	-4.0
28	-1.2	.	-1.8	1.7	-58.9
29	8.1	1.0	-1.3	21.6	11.7
30	4.3	.	1.6	-4.3	9.4
31	-11.4	5.4	2.0	-12.5	2.8
32	-3.7	1.8	-0.7	-12.9	9.4
33	-42.1	-3.5	-2.1	21.3	-14.3
34	4.1	0.4	1.4	6.4	-16.3
35	4.6	0.6	-0.1	16.5	10.4
36	0.8	0.8	-0.2	-1.3	-15.6
37	3.0	1.8	-0.2	0.0	7.1
38	0.6	-1.9	1.3	-16.5	17.4
39	0.3	3.7	-1.8	-11.3	-68.7
40	3.9	-2.2	0.3	-8.2	-11.2

Assay outcomes from PubChem BioAssay.

Only part of the results is shown; count on the stated rates, not on these rows.
